Source: PubChem BioAssay
M1 ag: human M1 muscarinic receptor agonism. CHO-K1 hM1, Fluo-8 calcium fluorescence, agonist mode; 0% DMSO, 100% acetylcholine EC100. P11229. 0.33% of 360,000 active. activation, % at 3 µM. AID 588814;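 active = activation above the run's mean compound activation plus 3 SD, cut at about 16% in these data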;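 note: peak over basal fluorescence ratio within a 140 s kinetic read after compound addition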
Target sequence (P11229 whole entry, looked up): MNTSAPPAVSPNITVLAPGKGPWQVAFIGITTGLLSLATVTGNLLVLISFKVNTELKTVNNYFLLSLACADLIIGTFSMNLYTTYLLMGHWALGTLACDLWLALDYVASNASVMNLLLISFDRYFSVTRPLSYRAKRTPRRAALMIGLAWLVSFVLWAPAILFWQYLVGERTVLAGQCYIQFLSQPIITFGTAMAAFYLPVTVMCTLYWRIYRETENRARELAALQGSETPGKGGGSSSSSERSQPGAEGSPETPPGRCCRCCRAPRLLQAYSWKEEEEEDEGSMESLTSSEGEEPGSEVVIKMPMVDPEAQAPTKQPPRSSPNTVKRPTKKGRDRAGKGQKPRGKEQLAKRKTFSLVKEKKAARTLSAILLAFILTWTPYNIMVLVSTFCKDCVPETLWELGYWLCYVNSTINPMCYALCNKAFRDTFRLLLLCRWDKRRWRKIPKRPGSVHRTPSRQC
CHO parental Ca: signal in parental CHO cells, OX1R antagonist counter-screen; parental CHO-K1, ATP-induced calcium, Fluo-8 fluorescence; inhibition, % at 5.6 µM; 0.63% of 330,000 active; AID 463079;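 active = inhibition above that plate's mean sample inhibition plus 3 SD, cut at about 26% in these data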;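 note: 0% = ATP-challenged DMSO wells and 100% = DMSO wells without ATP; some compounds past the cut are filed as inactive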
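Material: parental CHO cells / Compound: single nominal dose of 5.6 µM per compound / Signal: Fluo-8 fluorescence / Replicates: singlicate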
V1R ag counter: activates human V1a receptor in oxytocin agonist counter-screen | P37288 | activation, % at 3 µM | 0.25% of 320,000 active | CHO-V1R cells, Fluo-8 calcium fluorescence, agonist mode; 0% DMSO, 100% 3 nM vasopressin | AID 2797;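 active = activation above the mean activation of all tested compounds plus 3 SD, per screening run, cut at about 20% in these data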;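 note: signal is peak over basal fluorescence ratio across a 100 second FLIPR read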
Target sequence (P37288 whole entry, looked up): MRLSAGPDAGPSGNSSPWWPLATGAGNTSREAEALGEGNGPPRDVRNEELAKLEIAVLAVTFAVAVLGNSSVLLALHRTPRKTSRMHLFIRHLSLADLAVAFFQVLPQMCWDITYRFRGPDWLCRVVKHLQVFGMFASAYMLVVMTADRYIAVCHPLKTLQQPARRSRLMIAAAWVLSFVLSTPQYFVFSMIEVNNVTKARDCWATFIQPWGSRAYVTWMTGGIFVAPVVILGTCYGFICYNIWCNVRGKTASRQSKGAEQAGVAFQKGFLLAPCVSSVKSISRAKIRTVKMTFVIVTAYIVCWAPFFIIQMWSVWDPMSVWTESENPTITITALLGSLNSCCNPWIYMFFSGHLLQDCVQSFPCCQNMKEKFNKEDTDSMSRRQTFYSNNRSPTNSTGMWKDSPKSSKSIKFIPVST
TAAR1 agonist: agonists of human TAAR1; activation, % at 3 µM; CHO RD-HGA16 TAAR1, Fluo-8 calcium fluorescence; vehicle wells 0%, saturating PEA agonist 100%; Q96RJ0; AID 624467; 0.99% of 360,000 active;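 active = activation above the mean activation of all test compounds in the run plus 3 SD, cut at about 38% in these data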
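Signal – calcium-sensitive Fluo-8 signal, excitation 470-495, emission 515-575 nm · System – RD-HGA16 (CHO) cells co-expressing Gα16 and hTAAR1 · Incubation – 17-24 h seeding, 75 min 37 °C dye, 30 min RT · Compound dosing – 3 µM single concentration · Repeats – no replicates (n 1)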
CHO-K1 Ca PAM: counter-screen for M1 PAMs: effect in parental CHO-K1 cells. AID 602247. activation, % at 3 µM. 0.02% of 360,000 active. ATP EC20, Fluo-8 calcium fluorescence; 0% at ATP EC20, 100% at ATP max;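 active = activation above the run cutoff, the mean activation of all test compounds plus 3 SD, cut at about 40% in these data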;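 note: peak over basal fluorescence ratio in a 140 s read after ATP addition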
CHO-K1 Ca antag: nonselective inhibitor or artifact in parental CHO-K1 cells; ATP-induced calcium, Fluo-8 fluorescence; inhibition, % at 3 µM; 0.6% of 360,000 active;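 active = inhibition above a per-plate cutoff, the plate's mean sample inhibition plus 3 SD, cut at about 24% in these data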;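 note: 0% = DMSO plus EC80 ATP and 100% = DMSO alone without ATP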
TAAR1 antagonist: human TAAR1 antagonism | 1.5% of 360,000 active | inhibition, % at 3 µM | Q96RJ0 | CHO RD-HGA16 TAAR1, Fluo-8 calcium fluorescence, antagonist;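 active = inhibition above a per-plate cutoff, the mean inhibition of test compounds on that plate plus 3 SD, cut at about 49% in these data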;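 note: 0% = DMSO plus EC80 beta-PEA response and 100% = DMSO alone without agonist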
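Test system: CHO RD-HGA16 cells bearing hTAAR1 | Reagent: β-PEA, EC80 | Compound dosing: 3 µM, single point | Schedule: Dye loading 75 min at 37 °C, then 30 min room temperature | Signal: Calcium fluorescence with Fluo-8 | Evaluation: Percent inhibition of PEA-evoked calcium signal, max/basal emission ratio | Control set: DMSO-only wells and EC80 β-PEA-stimulated wells | Repeats: Singlicate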
OXTR potentiator: potentiates the human oxytocin receptor response; P30559; CHO-OTR cells, Fluo-8 calcium fluorescence, potentiator mode; 0% = oxytocin EC15, 100% = EC100; activation, % at 3 µM; 0.061% of 320,000 active; AID 2445;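 active = activation above that plate's cutoff, the mean activation of tested compounds plus 3 SD, cut at about 6.6% in these data, passing the limit was not always enough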;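 note: 100% uses oxytocin at 75 nM as the full agonist control; some results filed as inactive read as strong as hits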
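assay system = CHO-OTR cells, human receptor | schedule = compound 6 min at room temperature before oxytocin, 100 s read | detection = Fluo-8 intracellular calcium fluorescence, ex 470-495, em 515-575 nm | evaluation = normalized max/min fluorescence ratio, % activation | control set = EC15 oxytocin alone as 0%, 75 nM oxytocin (EC100) as 100%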
CHO-K1 Ca ag: M1 agonist counterscreen hit in parental CHO-K1 cells | Fluo-8 calcium fluorescence; scaled to maximal ATP response, vehicle zero | AID 602248 | 0.48% of 360,000 active | activation, % at 3 µM; in the data active = activation above about 15%;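 note: untransfected CHO-K1 host cells lacking M1 receptor as counterscreen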
* marks the source's active call; other numbers are inactive results; . = no result given.

SMILES	M1 ag	CHO parental Ca	V1R ag counter	TAAR1 agonist	CHO-K1 Ca PAM	CHO-K1 Ca antag	TAAR1 antagonist	OXTR potentiator	CHO-K1 Ca ag
Cc1ccc(C(c2sc3nc(C)nn3c2O)N2CCN(CCO)CC2)cc1 (configuration not stated)	-4	-8	-0.8	0	12	-2	-23	-4	0.9
O=C1CCc2cc(S(=O)(=O)N3CCCC3C(=O)N3CCN(c4ccccc4F)CC3)ccc2N1 (configuration not stated)	7	-23	-0.2	1	-3	14	-16	4	-0.1
CCOc1ccc(N2C(=O)CC(SC(=NC)Nc3cccc(OC)c3)C2=O)cc1 (configuration not stated)	-5	-36	0.5	3	-2	-7	26	-11	-0.1
O=C1CC(c2cccc(Cl)c2)CC(O)=C1C=Nc1ccccc1 (configuration not stated)	-7	-16	0.2	1	-6	7	-2	-6	0.3
CCCCCCCCCCCCCCCC[N+](C)(C)Cc1ccc(F)cc1	-8	.	.	23	32	-21	39	.	1.4
Cc1ccc(NC(=O)CSc2nc(=O)n(CCN3CCOCC3)c3c2CCCC3)cc1	-7	-28	-0.4	-3	4	-8	-12	12	-0.7
O=C(Cn1ncc(Cl)c(Cl)c1=O)N1CCOCC1	-2	-1	0.0	9	-7	5	18	-3	-0.6
O=C(NC(=S)N1CCOCC1)C12CC3CCC(CC(C3)C1)C2	-5	-1	0.5	0	20	-3	4	3	9.0
O=S(=O)(NCC(c1cccnc1)N1CCOCC1)c1cccs1 (configuration not stated)	-4	6	-0.7	8	14	-6	-14	-4	0.3
COc1cc(/C=C(\C#N)C(=O)N2CCc3ccccc32)ccc1O	-1	-20	-0.2	2	4	-18	-4	1	1.5
C=CCC(O)(CC=C)CNC(=O)C1CCC(=O)N(CCCc2ccccc2)C1 (configuration not stated)	-2	-7	-0.1	2	10	-4	4	-1	0.2
COC(=O)c1cc2c(C(F)(F)F)nn(C)c2s1	-2	2	-1.0	-2	15	-3	-12	-11	0.8
COc1ccc(CNC(=O)COC(=O)c2ccccc2OCC(=O)Nc2ccc(SC(F)F)cc2)cc1	-2	-10	0.4	6	-11	-5	33	-2	1.0
CCCCNC(=S)N(Cc1ccco1)Cc1cc2cc3c(cc2[nH]c1=O)OCCO3	-6	-14	-1.0	1	14	-12	-18	-2	0.2
C=C(C1=CCN(S(=O)(=O)C(C)(C)C)[C@@H]1CCO)c1ccccc1	0	.	.	0	16	0	13	.	0.6
Cc1ccc(OCc2nnnn2-c2ccccc2)cc1	-11	14	0.0	-3	-12	14	-11	-4	-0.4
O=C(Nc1ccc(F)cc1)N(Cc1cccs1)Cc1cc2cc3c(cc2[nH]c1=O)OCO3	-7	-27	-0.2	8	6	-7	35	-12	0.1
Cc1ccc(NCc2ccc(O)c3ncccc23)cc1C	-2	-11	0.2	5	21	-8	-13	-6	0.5
CC(C)(C)NC(=O)CN(C(=O)CSc1nnc(COc2ccccc2)o1)c1cccc(F)c1	-1	-9	4.1	1	-10	-11	6	-7	0.1
Cc1cc(=O)[nH]c(NN=C2CCCCC2C)n1 (configuration not stated)	-3	.	.	2	-1	11	-7	.	0.4
CC(=O)Nc1cc(N2C(=O)CCC2=O)ccc1Cl	-5	7	0.7	0	7	5	-2	-7	0.1
Cc1ccc(S(=O)(=O)Nc2ccc(O)c3ncccc23)cc1	1	-7	4.7	1	-10	5	8	-7	1.6
O=C(CCCCn1c(=O)[nH]c2ccccc2c1=O)N1CCN(c2cccc(C(F)(F)F)c2)CC1	0	-1	5.1	18	10	3	30	-24	6.9
O=C(c1ccc(-n2nc(C(F)(F)F)c3c2CCCC3)cc1)N1CCOCC1	-11	-8	0.5	0	-12	12	-8	-11	-0.2
Cc1ccc(NC(=O)C(NC2CCCc3ccccc32)c2ccccc2)c([N+](=O)[O-])c1 (configuration not stated)	-4	-32	0.7	7	27	-9	-27	-5	-0.4
(cont.)
SMILES	M1 ag	CHO parental Ca	V1R ag counter	TAAR1 agonist	CHO-K1 Ca PAM	CHO-K1 Ca antag	TAAR1 antagonist	OXTR potentiator	CHO-K1 Ca ag
O=C(Nc1cc([N+](=O)[O-])ccc1C(=O)NCCN1CCOCC1)c1ccccc1	-3	-10	3.2	3	-11	3	2	-12	0.3
NC(=O)Cc1ccc(Nc2nnc(-c3ccccc3)c3ccccc23)cc1	-10	-7	0.2	2	2	-6	0	5	-0.2
Cc1cc(C)c2c(N)c(C(=O)N/N=C/c3cccnc3)sc2n1	-5	-8	-0.1	2	2	1	14	-11	-0.4
CC(=O)OCCCCCCCCCCC[N+]1(C)CCCCC1	-6	0	-0.4	17	5	-6	-6	-21	0.0
COc1ccc(-c2nn(-c3ccccc3)cc2/C=C/C(=O)N2CCN(c3ccccn3)CC2)cc1	-4	-17	1.4	7	20	-9	43	0	2.6
C[C@@H](C(=O)NCc1ccc(S(C)(=O)=O)cc1)[C@H]1C[C@]1(C)[C@H](NC(=O)OCc1ccccc1)c1ccccc1	.	-26	2.5	13	.	.	17	-20	.
O=C(CN(c1ccccc1)S(=O)(=O)c1ccc(F)cc1)NCc1cccs1	-5	-24	0.1	0	14	-7	-8	-6	1.0
Nc1ccc(-c2nc3c(ccc4ccccc43)[nH]2)cc1	-4	-9	-1.0	0	-21	22	17	-1	-0.6
O=C(Nc1ccc2c(c1)OCCO2)c1c(Cl)cccc1Cl	-5	.	.	-1	-5	9	0	.	-0.3
CC1CN(c2ccccc2)CCN1Cc1nc(Cc2ccccc2)no1 (configuration not stated)	-9	-12	-0.9	0	20	-3	3	-9	-0.1
CC(C)(C)c1ccc(OCC(=O)Nc2ccc3c4c(cccc24)C(=O)NC3=O)cc1	-2	.	.	3	21	-11	15	.	0.8
CCC(=O)N1CCc2cc(Br)cc(S(=O)(=O)CCC(=O)NCc3ccco3)c21	-4	-13	-0.9	.	15	-11	.	-2	0.0
COc1ccccc1NS(=O)(=O)c1cc(NC(=O)COc2ccccc2F)ccc1N1CCOCC1	-2	2	2.8	7	10	-7	17	-3	1.4
COCCN=C(NS(=O)(=O)c1cccs1)c1ccccc1Cl	-4	-9	0.9	8	10	-15	-2	6	0.4
c1ccc(-c2ccc(-c3csnn3)cc2)cc1	-3	4	-0.1	5	19	-15	15	-17	1.1
COc1ccc(CC(=O)OCC(=O)Nc2ncc(Cl)c(C)c2Cl)cc1	1	.	.	0	-16	3	-13	.	0.0
Cc1cc(C(F)(F)F)nc(SCC(=O)NC2CC3CCC2C3)n1 (configuration not stated)	-5	-16	-0.1	8	-3	7	16	-9	0.4
O=C(CSc1nc(-c2ccccc2)cc(C(F)(F)F)n1)NCCN1CCOCC1	-2	-12	1.0	-1	5	9	-15	-4	0.3
CCN1C(=O)[C@H]2[C@@H](c3ccc(-c4cccc(Cl)c4)c(OC)c3)N3CCC[C@@]3(C(=O)OC)[C@H]2C1=O	-1	-16	2.3	3	-13	-9	13	-7	0.6
O=C(NCc1ccco1)c1ccc2ccccc2n1	-11	-9	0.1	11	7	11	-3	-5	0.0
CNc1ccccc(-c2ccc3cc4c(cc3n2)OCO4)c1=O	-1	-6	2.8	0	-11	3	-11	-5	0.6
O=C(Nc1nc(-c2ccccc2)cs1)c1ccccc1NS(=O)(=O)c1ccc(F)cc1	0	57*	9.4	4	-12	32*	70*	-12	14
COc1cc(OC)cc(C(=O)NCC2CCCN(C(=O)c3csc(C(C)C)n3)C2)c1 (configuration not stated)	-4	.	.	0	-7	0	-4	.	-0.3
COc1cc2[nH]c(C(=O)NCc3ccccc3)cc2c(OC)c1OC	-2	-15	-0.1	2	3	-5	-7	-1	0.3
O=[N+]([O-])c1ccc(-c2csc3[n+]2CCS3)cc1	-5	-13	0.2	17	18	-6	6	-3	0.7

Limited to TAAR1 agonist and OXTR potentiator, for some of the entries so far:
Structure | TAAR1 agonist | OXTR potentiator
CC(C)(C)c1ccc(OCC(=O)Nc2ccc3c4c(cccc24)C(=O)NC3=O)cc1 | 3 | .
CCC(=O)N1CCc2cc(Br)cc(S(=O)(=O)CCC(=O)NCc3ccco3)c21 | . | -2

Going on with the list:
SMILES	M1 ag	CHO parental Ca	V1R ag counter	TAAR1 agonist	CHO-K1 Ca PAM	CHO-K1 Ca antag	TAAR1 antagonist	OXTR potentiator	CHO-K1 Ca ag
CC(C)C(=O)Nc1cc(S(=O)(=O)Nc2ccc(Cl)cc2)ccc1Cl	-9	-28	-0.1	-1	12	-6	-14	-8	-0.7
O=C(Cn1cnc2c(nnn2Cc2ccc(F)cc2)c1=O)NC1CCCC1	-2	-10	0.7	1	4	-4	5	-1	0.0
COc1ccc(N(CC(=O)Nc2cc(C)ccc2C)S(=O)(=O)c2c(C)[nH]c(=O)[nH]c2=O)cc1	0	-2	1.3	2	-7	1	-11	-10	0.2
Cc1nc(NC(=O)C(C)(C)C)sc1-c1csc(N)n1	-4	.	.	1	1	9	-2	.	0.1
Cc1ccc(CN2CC(C(=O)N(CC(C)C)c3c(N)n(Cc4ccccc4)c(=O)[nH]c3=O)CC2=O)cc1 (configuration not stated)	-4	.	.	0	-6	2	-33	.	-0.1
Cc1c(C(=O)N(C)C)sc(NC(=O)c2cccc([N+](=O)[O-])c2)c1C#N	-2	-2	2.2	5	-1	3	9	-3	0.4
CC(Sc1nnc(-c2ccncc2)n1C)C(=O)NCC(=O)Nc1ccc(F)c(F)c1F (configuration not stated)	-3	.	.	2	2	-2	-16	.	1.2
O=C(CNS(=O)(=O)c1ccc([N+](=O)[O-])cc1)N/N=C/c1ccc(O)cc1O	1	12	6.4	21	18	-8	16	-2	3.2
CC1(C)NC(=O)N(CCOc2ccc([N+](=O)[O-])cc2)C1=O	-3	-7	0.6	2	2	-5	9	-7	0.1
COCCNC(=O)Cn1cnc2c(cnn2-c2ccc(OC)cc2)c1=O	0	11	0.1	1	-3	-5	-20	-3	0.1
O=C(NCCSCc1c(F)cccc1Cl)c1ccc(CN2CCOCC2)cc1	7	-9	1.7	4	15	-12	7	-9	1.1
CC(=O)NC1(c2cccc(F)c2)CCN(CC(=O)NC(C)C)CC1	-3	-13	0.9	0	10	-16	4	-9	-0.1
Cc1ccc(S(=O)(=O)Nc2cccnc2)c(C)c1C	-1	-6	5.2	1	-21	6	2	4	1.9
COCCn1c(SCC(=O)Nc2sc(C)c(C)c2C#N)nnc1C(C)C	0	-5	-0.5	17	1	-2	4	-7	0.0
Fc1ccccc1Cn1nnc2c(-n3ccnc3)ncnc21	-3	-11	1.6	10	23	-12	-29	-15	3.6
O=C(/C=C/c1cccc(F)c1)NNC(=O)c1ccncc1	0	-10	0.9	9	9	-14	-21	0	0.4
O=C(Nc1cccc(F)c1)c1c(O)c2ccccc2[nH]c1=O	-1	-5	1.4	2	9	5	-4	-7	0.2
